Screening results: PubChem, Sanford-Burnham Center for Chemical Genomics
SENP7 inh: SENP7 protease inhibitors, primary screen, biochemical, luminescence, uHTS | Sentrin-specific protease 7 (Homo sapiens), Q9BQF6 | recombinant SENP7, Z-RLRGG-aminoluciferin luminescence, 40 min | inhibition, % at 5 µM | 330,000 compounds, 1.5% hits;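 active means inhibition above about 50% at the single test dose, limit read from the data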;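 further: plate controls were DMSO with enzyme for no effect and no enzyme buffer wells for full effect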
Apaf1 inhib: inhibitors of human Apaf-1 apoptosome, primary screen, biochemical, DEVD-Rh110 fluorescence, uHTS. 330,000 compounds, 0.71% hits. reconstituted apoptosome caspase-3 activity. Apoptotic protease-activating factor 1 (Homo sapiens), O14727. inhibition, % at 20 µM; active means inhibition of at least 40% at 20 µM;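 further: plate controls were DMSO wells for no effect and DEVD-CHO caspase inhibitor wells for full effect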
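Material: biochemical Apaf-1 apoptosome reconstitution. Medium: Hepes buffer, pH 7.5. Also added: cytochrome c activation, bis-DEVD rhodamine 110 substrate. Timing: 30 min compound preincubation, 50 min activation, room temperature. Measured by: rhodamine 110 fluorescence at Ex 480/Em 540 nm.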
SENP8 block-1: SENP8 protease inhibitors, primary screen, biochemical, luminescence. AID 2540, 2010. 330,000 compounds, 1.2% hits. Sentrin-specific protease 8 (Homo sapiens), Q96LD8. inhibition, % at 10 µM. purified SENP8, Z-RLRGG-aminoluciferin cleavage; in the data active means inhibition above about 50%
SENP6 block: SENP6 protease inhibitors, primary screen, biochemical, luminescence, uHTS | inhibition, % at 10 µM | Sentrin-specific protease 6 (Homo sapiens), Q9GZR1 | Recombinant SENP6 catalytic domain, aminoluciferin luminescence | 330,000 compounds, 1.8% hits;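 active means inhibition above about 50% at the single tested dose, limit read from the data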;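 further: plate controls were DMSO wells with enzyme for no effect and DMSO wells lacking enzyme for full effect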
Target sequence (Q9GZR1 628-1112 limits assumed): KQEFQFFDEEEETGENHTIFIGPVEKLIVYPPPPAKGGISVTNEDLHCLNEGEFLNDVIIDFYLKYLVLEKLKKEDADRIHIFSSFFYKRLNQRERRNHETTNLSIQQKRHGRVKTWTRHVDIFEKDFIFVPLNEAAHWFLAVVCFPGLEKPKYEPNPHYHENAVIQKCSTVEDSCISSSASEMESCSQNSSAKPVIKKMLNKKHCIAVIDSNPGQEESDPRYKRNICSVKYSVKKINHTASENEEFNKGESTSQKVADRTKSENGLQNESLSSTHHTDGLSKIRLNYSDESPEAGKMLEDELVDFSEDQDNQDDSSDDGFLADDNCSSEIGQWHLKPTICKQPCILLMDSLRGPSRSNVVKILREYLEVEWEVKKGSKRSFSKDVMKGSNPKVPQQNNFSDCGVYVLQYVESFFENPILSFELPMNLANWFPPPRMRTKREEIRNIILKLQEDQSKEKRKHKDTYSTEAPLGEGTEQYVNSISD
UBC13 polyUb: UBC13 polyubiquitin chain formation inhibitors, primary screen, biochemical, TR-FRET, uHTS | Ubiquitin-conjugating enzyme E2 N (Homo sapiens), P61088 | inhibition, % at 20 µM | 330,000 compounds, 0.47% hits | AID 485273, 2010; in the data active means inhibition above about 45%, passing the limit was not always enough
Target sequence (P61088 whole entry, looked up): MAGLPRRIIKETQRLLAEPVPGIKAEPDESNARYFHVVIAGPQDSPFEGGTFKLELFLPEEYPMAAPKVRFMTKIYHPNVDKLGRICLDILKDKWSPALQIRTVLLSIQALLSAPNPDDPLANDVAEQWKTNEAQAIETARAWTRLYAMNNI
SENP8 block-2: human SENP8 protease inhibitors, primary screen, biochemical, fluorescence, Nedd8 protein substrate, uHTS. recombinant SENP8. inhibition, % at 20 µM. 360,000 compounds, 0.64% hits. AID 602440, 2012; in the data active means inhibition mostly above about 40%, no sharp cut-off; inactive means mostly below about 27%
SENP1 FRET inh: human SENP1 catalytic domain inhibitors, primary screen, biochemical, FRET, uHTS. Sentrin-specific protease 1 (Homo sapiens), Q9P0U3. recombinant SENP1 catalytic domain, CyPet-SUMO1-YPet FRET cleavage. inhibition, % at 10 µM. 360,000 compounds, 0.21% hits. AID 624204, 2012;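 active means inhibition at least 30% at 10 µM, raw YFP signal under a set limit, fluorescence ratio 0.5 to 1.5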;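 further: 0% = enzyme with DMSO and 100% = no enzyme wells; some results filed as inactive read as strong as hits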
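Assay system – human recombinant His6-tagged SENP1 catalytic domain enzyme · Input – SENP1 enzyme, 20 pM final · Buffer or medium – Tris pH 8 buffer plus EDTA, NaCl, BME, BSA, NP40, catalase · Schedule – 50 min reaction at room temperature · Technique – FRET read of cyan and yellow fluorescence · Control set – no-enzyme wells low, DMSO-plus-enzyme wells high control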
A3G deaminase: APOBEC3G DNA deaminase inhibitors, primary screen, biochemical, fluorescence, single-stranded DNA substrate, uHTS; DNA dC->dU-editing enzyme APOBEC-3G (Homo sapiens), Q9HC16; recombinant A3G, ssDNA deamination FAM/TAMRA fluorescence; inhibition, % at 20 µM; 330,000 compounds, 0.28% hits; AID 493012, 2011;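 active means inhibition of at least 40% at 20 µM, with no more than 30% in the related APOBEC3A deaminase screen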;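 further: plate controls were DMSO wells with A3G for no effect and wells lacking A3G enzyme for full effect; some compounds called inactive have numbers as strong as hits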
Target sequence (Q9HC16 whole entry, looked up): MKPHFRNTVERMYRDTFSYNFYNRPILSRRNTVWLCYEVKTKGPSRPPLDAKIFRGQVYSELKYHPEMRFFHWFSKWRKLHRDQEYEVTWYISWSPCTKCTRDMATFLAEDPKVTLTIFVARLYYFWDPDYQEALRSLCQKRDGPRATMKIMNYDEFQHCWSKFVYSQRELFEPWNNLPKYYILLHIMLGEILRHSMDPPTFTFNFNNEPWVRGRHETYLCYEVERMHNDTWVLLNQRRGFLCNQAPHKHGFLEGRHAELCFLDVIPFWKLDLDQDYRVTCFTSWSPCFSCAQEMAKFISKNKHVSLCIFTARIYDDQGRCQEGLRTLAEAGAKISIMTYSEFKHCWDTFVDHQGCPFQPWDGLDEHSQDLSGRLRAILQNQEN
Starred values were filed as active, the others as inactive; x = not tested or not shown. Compounds as they come; overall some 3.6% were active at least once.

(1) CC1CC(C)CN(C(=O)c2ccc3ncsc3c2)C1 (configuration not stated)
(2) CCN1CCN(S(=O)(=O)c2ccc3c(c2)NC(=O)CS3)CC1
(3) Cc1sc2ncnc(SCC(=O)c3cccs3)c2c1C
(4) CCC1C(=O)CC(c2ccco2)NC1c1ccco1 (configuration not stated)
(5) O=C(OCC(=O)N1CCCCCC1)c1cnc(Cl)c(Cl)c1
assay / compound	1	2	3	4	5
SENP7 inh	-6	1	-2	-2	8
Apaf1 inhib	2	4	-4	-5	-2
SENP8 block-1	8	13	-9	-4	-1
SENP6 block	-2	-2	-2	-14	-5
UBC13 polyUb	-2	-7	11	1	13
SENP8 block-2	6	11	-1	17	7
SENP1 FRET inh	-1	-1	-31	-29	1
A3G deaminase	1	1	-11	-8	-3

(6) CCN(CC)C(=O)c1cc2sc3ccccc3c2s1
(7) COc1ccc(S(=O)(=O)Nc2c(C(=O)O)[nH]c3ccc(OC)cc23)cc1
(8) CC1=C(C(=O)NCc2ccc3c(c2)OCO3)C2(CCC(C)CC2)OC1=O (configuration not stated)
(9) O=C(CC1Sc2ccccc2NC1=O)NNC(=O)Nc1ccc(Cl)cc1 (configuration not stated)
(10) Cc1ccc(N=Nc2c(O)[nH]c3ccc(F)cc23)cc1
assay / compound	6	7	8	9	10
SENP7 inh	1	-7	-6	-2	6
Apaf1 inhib	12	5	15	7	8
SENP8 block-1	-1	7	0	-4	-4
SENP6 block	10	-5	-13	-39	-1
UBC13 polyUb	8	-3	-11	-2	-24
SENP8 block-2	11	-398	9	8	16
SENP1 FRET inh	1	-35	-2	4	28
A3G deaminase	-6	-2	11	-6	1

(11) O=C(CSc1cccc2cccnc12)OCC(=O)c1ccc(Br)cc1
(12) COc1ccc(Cc2nc(-c3cccc(C)c3)no2)cc1
(13) CC(C)OC(=O)c1nnc(Cc2ccc(F)cc2)o1
(14) O=C(c1ccccc1Cl)N1N=C(c2ccc(Br)cc2)CC1c1nc2ccccc2[nH]1 (configuration not stated)
(15) CCn1c(=N)c(S(=O)(=O)c2ccccc2)cc2c(=O)n3ccccc3nc21
assay / compound	11	12	13	14	15
SENP7 inh	-1	-1	-8	-7	6
Apaf1 inhib	12	8	-6	21	-7
SENP8 block-1	-3	-9	2	-6	0
SENP6 block	4	-6	20	-23	-9
UBC13 polyUb	5	7	4	7	-3
SENP8 block-2	-400	13	14	17	-426
SENP1 FRET inh	4	1	-1	-4	-33
A3G deaminase	-7	-7	-1	-6	-10

A portion of the results above, for reference:
(11) O=C(CSc1cccc2cccnc12)OCC(=O)c1ccc(Br)cc1
(12) COc1ccc(Cc2nc(-c3cccc(C)c3)no2)cc1
assay / compound	11	12
SENP7 inh	-1	-1
Apaf1 inhib	12	8
SENP8 block-1	-3	-9
SENP6 block	4	-6
UBC13 polyUb	5	7
SENP8 block-2	-400	13
SENP1 FRET inh	4	1
A3G deaminase	-7	-7

The results go on.
(16) O=C(NC1(C(F)(F)F)N=C(c2ccccc2)NC1=O)c1ccccc1 (configuration not stated)
(17) CCOc1ccc(Oc2ccccc2NC(=O)CN2C(=O)NC3(CCCC3)C2=O)cc1
(18) C/C(CCc1ccccc1)=N\NC(=O)c1ccc(CN2CCOCC2)cc1
(19) CC(C)(C)OC(=O)N1CCC(CC2CC(c3ccncc3)=NO2)(C(=O)O)CC1 (configuration not stated)
(20) O=C(NCCCN1CCCC1=O)c1cccc(C(F)(F)F)c1
assay / compound	16	17	18	19	20
SENP7 inh	8	-6	-2	-9	0
Apaf1 inhib	1	12	4	7	-6
SENP8 block-1	2	-9	4	-22	-7
SENP6 block	1	-3	5	-11	-6
UBC13 polyUb	-3	-3	-1	1	7
SENP8 block-2	13	3	21	14	12
SENP1 FRET inh	-1	1	1	0	2
A3G deaminase	-1	-3	-4	-11	1

Profiles, quoted from the list.
O=C(NCCCN1CCCC1=O)c1cccc(C(F)(F)F)c1 reads SENP7 inh = 0; Apaf1 inhib = -6; SENP8 block-1 = -7; SENP6 block = -6; UBC13 polyUb = 7; SENP8 block-2 = 12; SENP1 FRET inh = 2; A3G deaminase = 1
CC(C)(C)OC(=O)N1CCC(CC2CC(c3ccncc3)=NO2)(C(=O)O)CC1 (configuration not stated) reads SENP7 inh = -9; Apaf1 inhib = 7; SENP8 block-1 = -22; SENP6 block = -11; UBC13 polyUb = 1; SENP8 block-2 = 14; SENP1 FRET inh = 0; A3G deaminase = -11

Additional structures.
(21) CC1CCN(C(=O)CN2C(=O)C(C)(C)Oc3ccc(C(=O)NC(C)C)cc32)CC1
(22) CCCCNC(=S)NC(=O)c1ccc([N+](=O)[O-])cc1
(23) CC1=C(C(=O)OC(C)C)C(c2ccccc2)NC(=O)N1C (configuration not stated)
(24) Nc1nc(-c2ccc(Oc3ccccc3)cc2)c(CC(=O)O)s1
(25) O=C(CN1C(=O)CC(c2ccccc2)Sc2ccccc21)NCC1CCCO1 (configuration not stated)
assay / compound	21	22	23	24	25
SENP7 inh	-4	-2	0	4	-4
Apaf1 inhib	7	10	-5	10	6
SENP8 block-1	-2	-4	7	-5	-11
SENP6 block	-12	-8	8	5	2
UBC13 polyUb	3	3	3	-5	-13
SENP8 block-2	-3	30	8	-49	18
SENP1 FRET inh	0	1	1	-7	-1
A3G deaminase	-5	-4	-9	-1	-7

(26) O=C(CN(c1ccc(F)cc1)S(=O)(=O)c1ccccc1)NCCSC1CCCCC1
(27) Cc1ccc(NC(=S)NNC(=O)Cn2nc(C(F)F)cc2C(F)F)cc1
(28) CCC(CO)Oc1cc(NCc2cccc(O)c2)c2ncn(C(C)C)c2c1 (configuration not stated)
(29) Cc1sc(NC(=O)/C=C/c2ccc(C(C)C)cc2)c(C#N)c1C
(30) Cc1cccc(C)c1NC(=O)C(=O)NCC1CCCN1S(=O)(=O)c1cccs1 (configuration not stated)
assay / compound	26	27	28	29	30
SENP7 inh	-10	3	1	9	-1
Apaf1 inhib	0	-6	24	4	9
SENP8 block-1	-13	-3	6	-3	5
SENP6 block	-18	12	-5	-4	-2
UBC13 polyUb	-6	-4	8	0	7
SENP8 block-2	6	22	17	-71	-6
SENP1 FRET inh	-1	1	0	-2	-16
A3G deaminase	-7	-10	-4	0	-10

(31) CCOCC(=O)Nc1ccc(Br)c(C)c1
(32) CC(C)(C)NC(=O)NC(=O)COC(=O)Cc1coc2ccc3ccccc3c12
(33) COc1ccc(C(=O)CCNc2ccc(F)cc2)cc1
(34) CCN(Cc1ccccc1)S(=O)(=O)c1ccc(C(=O)Nc2nnc(C)o2)cc1
(35) N#Cc1nc(Cc2cccc3ccccc23)oc1NCCN1CCOCC1
assay / compound	31	32	33	34	35
SENP7 inh	-9	6	1	-4	1
Apaf1 inhib	1	22	-23	15	-11
SENP8 block-1	-12	1	1	-6	4
SENP6 block	8	17	-14	-12	12
UBC13 polyUb	-2	27	6	-2	13
SENP8 block-2	12	-7	18	-4	10
SENP1 FRET inh	3	-2	2	1	-2
A3G deaminase	0	3	-3	6	-5

(36) COC(=O)CN(Cc1ccccc1)S(=O)(=O)c1ccc(OC)c(OC)c1
(37) CC(C)Sc1nnc(NC(=O)C2CC2)s1
(38) C[C@H](NC(=O)c1nc[nH]c1C(=O)NC(c1ccccc1)c1ccccc1)C(=O)OC(C)(C)C
(39) COc1ccc(N(C(C)C(=O)N2CCCC2)S(C)(=O)=O)cc1 (configuration not stated)
(40) Cc1cccc(C(=O)OC2CCOC2=O)c1O (configuration not stated)
assay / compound	36	37	38	39	40
SENP7 inh	4	6	3	-1	-6
Apaf1 inhib	-8	1	33	-4	0
SENP8 block-1	14	-7	-6	-4	-1
SENP6 block	3	-1	-1	-3	-18
UBC13 polyUb	2	-2	-10	-5	0
SENP8 block-2	8	6	13	9	-1
SENP1 FRET inh	2	1	1	0	0
A3G deaminase	-4	-4	-3	-1	-6

(41) Cc1nc2c3ccccc3nc(NNC(=O)CCC(=O)NCCN3CCN(c4ccccc4F)CC3)n2n1
(42) COc1cc(CC(NC(C)=O)C(=O)NC2CCN(c3c4c(nc5ncnn35)CCC4)CC2)cc(OC)c1 (configuration not stated)
(43) O=C(CCC(=O)N1CCOc2ccccc21)N1CCCCC1
(44) CCOC(=O)CC1C(=O)NCCN1C(=S)Nc1ccccc1 (configuration not stated)
(45) Cc1cc(OCc2ccc(C(=O)NN=C3CCCC3)cc2)ccc1Cl
assay / compound	41	42	43	44	45
SENP7 inh	2	12	-14	-5	17
Apaf1 inhib	-1	-4	7	6	1
SENP8 block-1	2	1	-14	-4	1
SENP6 block	-22	-37	-8	-33	24
UBC13 polyUb	4	8	-3	3	12
SENP8 block-2	0	x	6	26	10
SENP1 FRET inh	3	x	-1	2	2
A3G deaminase	-9	-12	-6	-7	-2

(46) CCOC(=O)Cc1csc(NC(=S)NC(=O)c2ccccc2C)n1
(47) N=c1sccn1CC(=O)Nc1cccc(S(N)(=O)=O)c1
(48) CC(=O)N1CCC(C(=O)NC2CC(C)(C)Cc3c2cnn3-c2ccc(F)cc2)CC1 (configuration not stated)
(49) CCCCc1cc(=O)oc2c(C)c(OCC(=O)N3C[C@H]4C[C@@H](C3)c3cccc(=O)n3C4)ccc12
(50) O=CNNC(=O)c1cccc([N+](=O)[O-])c1
assay / compound	46	47	48	49	50
SENP7 inh	-3	1	10	-4	-7
Apaf1 inhib	-4	0	-2	-3	-3
SENP8 block-1	-6	-2	-8	2	-8
SENP6 block	-15	-8	-2	-9	1
UBC13 polyUb	-1	-4	-4	4	-1
SENP8 block-2	9	4	9	-3	15
SENP1 FRET inh	2	3	3	1	1
A3G deaminase	-1	-3	-5	-9	-5

Down the list, as entered above.
SENP7 inh for nos. 46 to 50, in order: -3, 1, 10, -4, -7
A3G deaminase for nos. 46 to 50, in order: -1, -3, -5, -9, -5
SENP8 block-1 for nos. 46 to 50, in order: -6, -2, -8, 2, -8

Following part.
(51) N#CCCN(C(=O)COc1ccc(Br)cc1F)c1ccc(F)cc1
(52) Cc1cc2oc(=O)cc(CN3CCN(C/C=C/c4ccccc4)CC3)c2cc1O
(53) Cc1cc(C)cc(NC(=O)c2cccc3c2C(=O)N(C2CCCCC2)C3)c1
(54) COCCNc1oc(-c2ccccc2Cl)nc1C#N
assay / compound	51	52	53	54
SENP7 inh	-3	0	8	23
Apaf1 inhib	10	23	10	0
SENP8 block-1	-7	-6	-13	-5
SENP6 block	-22	-13	-9	-7
UBC13 polyUb	-7	-2	-1	2
SENP8 block-2	6	-104	-2	-363
SENP1 FRET inh	-4	1	1	1
A3G deaminase	-3	-4	-1	-9
